HTT aggregate = mutant huntingtin aggregation inhibition; 220,000 tested, 1.1% active; PC12 HttQ103-GFP aggregates, Acumen cytometry, 40 h; Potency, µM (doses to about 46.1 µM), inactives show at the top dose activity change, negative = inhibition, actives largely listed as inhibitors; AID 1688; further: potency means the concentration at half of the fitted maximal effect; on the % scale 0 is the no-effect control and ±100 the full control effect; nearly all actives have a fitted effect of over 60% in size
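PC12 cells with ecdysone-inducible HTT exon1 Q103-GFP, induced by 100 nM tebufenozide, given compounds in a concentration series. GFP aggregates (1–25 um, 6 SD above background) counted in lysates by laser-scanning cytometry, 488 nm excitation.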
Lamin A splicing = changes lamin A minigene splicing in HeLa cells; HeLa LMNA splicing GFP/RFP minigene ratio, 48 h; Potency, µM (highest dose often 46.1 µM), for inactives: at the highest dose ratio change, negative = inhibition, usual class: inhibitors; 200,000 tested, 0.01% active; AID 1487; active means well fitted inhibition curve with a large enough effect in the signal ratio, with a control signal flat, not every such curve was filed as active; inconclusive means small, poorly fitted or top-dose-only effect, or effect the other way, or a change in a side signal; the % refers to the signal ratio; further: potency means the concentration at half of the fitted maximal effect; on the % scale 0 is the no-effect control and ±100 the full control effect
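S3 HeLa stable clones carrying a lamin A-EGFP splicing minigene plus DsRed2 were seeded at 600 cells/well in Opti-MEM with 2% FBS, pin-dosed and incubated 48 h at 37°C. Acumen cytometry (488 nm) gave the GFP/RFP total-intensity ratio.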
KinaseGlo FLuc = blocks Kinase-Glo luciferase, a counter-screen artifact | Q27757 | Kinase-Glo luciferase, ATP luminescence, 8 min | Potency, µM (doses to about 38.3 µM), without a hit: at the highest dose activity change, negative = inhibition, actives largely listed as inhibitors | 200,000 tested, 0.28% active; further: potency means the concentration at half of the fitted maximal effect; on the % scale 0 is the no-effect control and ±100 the full control effect; nearly all actives have a fitted effect of over 60% in size
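Inhibition of Kinase-Glo luciferase light generation was assessed at 10 uM ATP in pH 7.2 imidazole buffer, with luminescence measured after eight minutes at ambient temperature.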
Epigenetic reg = epigenetic control regulation, reporter derepression | murine LDR cells, GFP reporter derepression, 30 h | Potency, µM (titrated, usually from 53.9 µM), for inactives: at the highest dose GFP activation, most hits filed as activators | 280,000 tested, 0.2% active | AID 1865; further: potency means the concentration at half of the fitted maximal effect; % of control where 0% means no effect; nearly all actives have a fitted effect of over 60% in size
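GFP-positive cell count by laser-scanning cytometry (objects 20–120 um) after 30 h, 37 C compound exposure of murine LDR cells; reporter is CMV-GFP integrated at a silenced locus, inducible by HDAC or DNMT inhibitors.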
CBFb RUNX1 block = CBF-beta/RUNX1 interaction disruption; 230,000 tested, under 10 active; Potency, µM (series often up to 59.8 µM), inactives show at the highest dose activity, negative = inhibition, hits mostly inhibitors; Q01196+Q13951; AlphaScreen CBFb-His/RUNX1-biotin binding, biochemical; further: % of control where 0% means no effect
Target sequence (Q01196 whole entry, looked up): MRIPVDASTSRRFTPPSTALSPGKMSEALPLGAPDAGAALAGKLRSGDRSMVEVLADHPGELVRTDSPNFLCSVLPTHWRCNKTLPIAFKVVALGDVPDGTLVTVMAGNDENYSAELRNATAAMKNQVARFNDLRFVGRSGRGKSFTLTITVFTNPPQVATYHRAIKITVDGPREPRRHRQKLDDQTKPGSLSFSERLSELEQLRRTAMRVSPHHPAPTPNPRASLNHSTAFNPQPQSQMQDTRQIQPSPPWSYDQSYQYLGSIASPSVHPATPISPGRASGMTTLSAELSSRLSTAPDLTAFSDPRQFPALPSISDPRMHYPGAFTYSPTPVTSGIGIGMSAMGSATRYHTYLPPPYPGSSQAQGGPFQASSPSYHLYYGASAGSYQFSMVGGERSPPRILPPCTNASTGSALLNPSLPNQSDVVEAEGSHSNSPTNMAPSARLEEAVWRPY
Target sequence (Q13951 whole entry, looked up): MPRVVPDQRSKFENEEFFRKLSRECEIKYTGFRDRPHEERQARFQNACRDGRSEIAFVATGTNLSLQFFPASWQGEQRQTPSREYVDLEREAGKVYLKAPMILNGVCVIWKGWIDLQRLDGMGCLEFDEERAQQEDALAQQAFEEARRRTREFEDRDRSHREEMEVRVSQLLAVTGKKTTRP
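AlphaScreen proximity signal reports loss of binding between His-tagged CBF-beta and biotin-labelled RUNX1, each at 30 nM. Proteins are pre-associated for 20 minutes, compounds added for 15 minutes, then beads for 90 minutes, all at ambient temperature.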
NPSR antagonist = blocks cAMP signaling of the human neuropeptide S receptor; Q6W5P4; CHO-NPSR cells, cAMP TR-FRET, antagonist mode; Potency, µM (doses to about 38.3 µM), for the others: top-dose activity change, negative = inhibition, hits mostly inhibitors; 220,000 tested, 1% active; further: potency means the concentration at half of the fitted maximal effect; on the % scale 0 is the no-effect control and ±100 the full control effect; nearly all actives have a fitted effect of over 50% in size; many of its hits are not listed in these tables
Target sequence (Q6W5P4 whole entry, looked up): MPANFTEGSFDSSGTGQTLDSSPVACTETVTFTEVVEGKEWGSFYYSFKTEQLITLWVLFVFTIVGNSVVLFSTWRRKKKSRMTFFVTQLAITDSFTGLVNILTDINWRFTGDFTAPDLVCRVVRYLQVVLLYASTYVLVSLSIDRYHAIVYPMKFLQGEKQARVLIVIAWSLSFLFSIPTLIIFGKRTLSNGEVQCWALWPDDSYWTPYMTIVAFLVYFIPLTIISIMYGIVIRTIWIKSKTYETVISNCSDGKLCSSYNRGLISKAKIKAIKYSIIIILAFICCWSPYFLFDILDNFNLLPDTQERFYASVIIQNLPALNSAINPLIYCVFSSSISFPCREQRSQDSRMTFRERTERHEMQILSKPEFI
IMPase Li inh = IMPase inhibition in cells with lithium potentiation. CHO-M1 cells, IP1 TR-FRET (IP-One), carbachol + lithium. Potency, µM (doses to about 59.4 µM), for inactives: at the top dose activity, negative = IMPase inhibition, actives largely listed as inhibitors. 210,000 tested, 0.35% active. AID 1457;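 further: IP1 builds up when IMPase is blocked and the TR-FRET signal falls; potency means the concentration at half of the fitted maximal effect; plate controls were basal vehicle for no effect and high inhibitor control for full effect; nearly all actives have a fitted effect of over 50% in size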
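Test compounds were applied to CHO-M1 cells previously cultured for 16–30 h at 2000 per well. A small lithium amount accompanied them; after 30 min at 37C, IP1 was quantified by TR-FRET.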
* = called active by the depositor; u = inconclusive; x = not tested or not shown; [ ] = dose if it differs, or a comment. Unless noted, the call rests on the fitted dose curve; in most records, active means well fitted curve in the direction sought with a large enough effect; inconclusive means small, poorly fitted or top-dose-only effect, or another doubt; inactive means no such curve, though single readings can be large; an effect the other way counts as inactive or inconclusive. This is a subset; rates above refer to the full screens.

SMILES	HTT aggregate	Lamin A splicing	KinaseGlo FLuc	Epigenetic reg	CBFb RUNX1 block	NPSR antagonist	IMPase Li inh
Nc1nc(N2CCOCC2)cc(=O)[nH]1	7%	-7%[0.0737 µM]	0%	-2.6%	-29%	-3%[46.1 µM]	-5%[38.3 µM]
CCN1C(=O)C2(SC(NC(C)=O)=NN2C(C)=O)c2cc(C)ccc21 (stereo not drawn)	8%	-5%	-4%	1.1%	-4%	-5%[46.1 µM]	-3%[38.3 µM]
O=C(CSCc1ccco1)Nc1cc(C(F)(F)F)ccc1N1CCOCC1	30%	3%	-1%	0.3%	-7%	u	4%[38.3 µM]
Cc1csc(SCC(=O)Nc2cc(S(=O)(=O)N3CCCC3)ccc2Cl)n1	-3%	6%	-5%	-1.1%	2%	-11%[46.1 µM]	-1%[38.3 µM]
Fc1ccc(-c2nnc(NC3=NCCCCC3)o2)cc1	-1%	u	11µM*	-1.0%	3%	-13%[46.1 µM]	-7%[38.3 µM]
COc1ccc(C(=O)Nn2cc3c(c2-c2ccccc2)c(=O)n(C)c(=O)n3C)cc1	6%	u	0%	0.0%	2%	-17%[46.1 µM]	26%[38.3 µM]
Cc1cc(C)nc(-n2nc(C)c(Oc3ccccc3O)c2C)n1	1%	2%	-4%	2.6%	6%	-18%[46.1 µM]	-14%[38.3 µM]
O=C(COc1ncnc2ccccc12)N1CCN(C(=O)c2ccco2)CC1	4%[9.22 µM]	0%	0%	-1.0%	7%	4%[46.1 µM]	2%[38.3 µM]
COc1ccc(CNc2nc3ccccc3n2Cc2ccc(Cl)cc2)cc1OC	u	u	0%	-1.8%	1%	-1%	8%
CCCc1ccc(OCc2ccc(C(=O)OC)o2)c(OC)c1	-5%	0%	-3%	-3.0%	19%	-17%[46.1 µM]	61%[activator][38.3 µM]
CC(=O)Nc1ccc2nc(-c3cccs3)[nH]c2c1	-9%	-2%	-13%	1.8%	4%	-2%[46.1 µM]	-13%[38.3 µM]
O=C(Nc1ccc2c(c1)CCC2)c1cccc(F)c1	u	13%	-22%	0.0%	1%	-7%	8%
COc1ccccc1CNCc1cc(OC)c(OC)cc1OC	-5%	-9%	-1%	-1.1%	4%	-2%[46.1 µM]	18%[38.3 µM]
COc1ccccc1NC(=O)Cn1nc(C(F)(F)F)c2c1CCCC2	-13%	-1%	1%	-0.1%	12%	-12%[46.1 µM]	26%[38.3 µM]
O=C(c1nc2nc(-c3ccccc3)cc(C(F)(F)F)n2n1)N1CCCCC1	-2%	-11%	2%	-1.0%	-4%	1%[46.1 µM]	36%[activator][38.3 µM]
CC(=O)N1CCc2ccc(S(=O)(=O)Nc3ccccc3Cl)cc21	-24%	u	1%	1.1%	3%	11%	16%
CC1CCN(c2nc3nonc3nc2N2CCC(C)CC2)CC1	-12%	2%	-4%	-1.3%	2%	2%[46.1 µM]	-3%
Cc1cc(NC(=O)NC(=O)c2cccc(OC(F)(F)C(F)F)c2)n[nH]1	-6%	16%	0%	-1.0%	3%	-10%[46.1 µM]	20%[38.3 µM]
O=C(C1CCOCC1)N1CCC(CO)(CCc2ccccc2)CC1	5%	x	1%	0.5%	5%	-5%	6%
Cc1ccc2c(c1)CCCN2C(=O)c1c(C)noc1C	0%	-3%	4%	3.5%	10%	-4%[46.1 µM]	65%[activator][38.3 µM]
N#Cc1c(N)nc2c(c1-c1cccc(O)c1)CCCCCC2	-10%	9%	3%	-1.3%	-2%	-6%[46.1 µM]	-15%[38.3 µM]
CCCCN(C(=O)CSc1nnc(Nc2ccc(C)c(C)c2)s1)c1c(N)n(Cc2ccccc2)c(=O)[nH]c1=O	-17%	-5%	-10%	0.0%	1%	-26%[46.1 µM]	14%[38.3 µM]
CCOc1ccc(Cc2nn[nH]n2)cc1	-12%	-4%	-4%	2.7%	13%	-1%[46.1 µM]	-10%
CCOC(=O)CSCC(=O)N1N=C(c2cccs2)CC1c1ccc(F)cc1 (stereo not drawn)	-6%	-5%	1%	1.1%	0%	-29%[46.1 µM]	-4%
COc1cccc(N2CC(C(=O)Nc3c(C)cccc3C)CC2=O)c1 (stereo not drawn)	-11%	-6%	-2%	0.1%	15%	u	-2%

Further results
SMILES	HTT aggregate	Lamin A splicing	KinaseGlo FLuc	Epigenetic reg	CBFb RUNX1 block	NPSR antagonist	IMPase Li inh
Nc1cc(CN2C(=O)c3ccccc3C2=O)cc(Cl)c1O	u	-12%	-2%	-9.5%	3%	-3%[46.1 µM]	2%[38.3 µM]
C=CCn1c(NCc2cc(C)ccc2O)nc2ccccc21	-21%	2%	-3%	-7.0%	-1%	-8%[46.1 µM]	0%[38.3 µM]
CC(C)(CO)Nc1nc(Nc2ccccc2)nc(Nc2ccccc2)n1	-7%	10%	1%	-0.3%	3%	u	5%
COC(=O)CCC(=O)OC1(C)C(=O)C=C2C=C(C3CC3)N(CCCCO)C=C2C1=O (stereo not drawn)	-13%[9.22 µM]	6%[9.22 µM]	-7%[7.66 µM]	1.6%	4%[13.1 µM]	13%	8%
Cc1cccc(NC(=O)c2ccc(OC3CSC3)cc2)c1	-12%	u	u	1.0%	10%	-9%	1%
CC12CCC(C1)C(C)(C)C2OC(=O)c1ccccc1C(=O)O (stereo not drawn)	-5%[9.22 µM]	x	x	-0.3%	2%	2%[7.67 µM]	x
CCOC(=O)/C(C#N)=C/c1ccc(OC(=O)c2ccco2)c(OCC)c1	8.9µM*	-16%	x	0.1%	-5%	17%[46.1 µM]	x
Cc1noc(C)c1C(=O)NC(C)c1ccc(Cl)cc1Cl (stereo not drawn)	-19%	-11%[46 µM]	3%	4.3%	7%	5%	16%
CC(C)(C)c1ccc(-c2nnc(SCC(=O)O)n2N)cc1	2%	7%	-4%	-0.8%	4%	6%[46.1 µM]	13%[38.3 µM]
COCc1ccc(CN2CCCC(CCC(=O)NCc3cccc(OC)c3)C2)o1 (stereo not drawn)	11%[9.22 µM]	x	0%	0.0%	5%	-16%	20%
O=C1/C(=C/c2ccccc2O)SC(=S)N1Cc1cccnc1	9%	u	0%	1.5%	-13%	11%	-5%
CC1(C)CC2(CC(C)(C(=O)CSc3nc4ccccc4s3)OC2=O)C(=O)O1 (stereo not drawn)	4%	3%	-5%	2.8%	2%	-7%[46.1 µM]	-9%[38.3 µM]
Cc1nc2nc(-c3ccc(Cl)cc3)cn2nc1C	-5%	3%	u	-0.2%	-1%	-6%[46.1 µM]	-4%[38.3 µM]
Cc1cc(NC(=O)c2ccc(S(=O)(=O)N(C)C)cc2)n(-c2ccccn2)n1	18%	-2%	-1%	-2.5%	-10%	-14%[46.1 µM]	-12%[38.3 µM]
CCCC1C2C(=O)N(c3ccccc3OCC)C(=O)C2ON1c1ccccc1 (stereo not drawn)	7%	2%	0%	0.7%	-3%	-16%[46.1 µM]	30%[38.3 µM]
C(=N\N1CCN(c2ccccn2)CC1)/c1cccc2ccccc12	-12%[9.22 µM]	x	x	0.0%	-22%	31%	x
Cc1cc(SCn2nnc3ccccc3c2=O)nc2ccccc12	19%	u	1%	-1.1%	-1%	-19%	6%
CCOC(=O)Nc1nc(C)c(C(=O)c2ccc(Cl)cc2)s1	u	10%	16%	4.8%	6%	-18%[46.1 µM]	u
Cn1c(C(=O)NCCN2CCc3ccccc3C2)cc2c(=O)[nH]c3ccccc3c21	9%	u	-3%	-1.1%	1%	-4%[46.1 µM]	5%[38.3 µM]
CCn1c(COc2cccc3cccnc23)nnc1SCC(=O)O	-15%	-2%	-1%	1.4%	-1%	1%[46.1 µM]	-1%[38.3 µM]
CCOc1ccc(NC(=O)c2cc3c(C)nc4ccccc4c3o2)cc1	2%	u	4%	3.1%	5%	-13%[46.1 µM]	29%[38.3 µM]
Cc1ccc(/C=C/c2nc3ccccc3[nH]2)o1	u	u	13µM*	u	-12%	u	7%
Cc1cc(C(=O)NCc2ccco2)c2ccccc2n1	-9%	x	0%	9.8%	7%	17%	-3%
Cc1ccc(-c2c(C(=O)NC(C)C)oc(=O)c3ccccc23)cc1	3%	x	4%	0.0%	-2%	-1%	1%
CN(C)CCCNC(=O)CC(c1ccc(F)cc1)c1ccco1 (stereo not drawn)	u	2%	0%	-0.9%	-1%	-21%[46.1 µM]	-3%[38.3 µM]

Continued (three carried over from the part before).
SMILES	HTT aggregate	Lamin A splicing	KinaseGlo FLuc	Epigenetic reg	CBFb RUNX1 block	NPSR antagonist	IMPase Li inh
Cc1cc(C(=O)NCc2ccco2)c2ccccc2n1	-9%	x	0%	9.8%	7%	17%	-3%
Cc1ccc(-c2c(C(=O)NC(C)C)oc(=O)c3ccccc23)cc1	3%	x	4%	0.0%	-2%	-1%	1%
CN(C)CCCNC(=O)CC(c1ccc(F)cc1)c1ccco1 (stereo not drawn)	u	2%	0%	-0.9%	-1%	-21%[46.1 µM]	-3%[38.3 µM]
N/C(Cc1cccc2ccccc12)=N\OC(=O)c1cccs1	6%	8%	-1%	-3.8%	-26%	16%	-11%
COc1ccc(Cl)cc1NC(=O)N1CCN(c2ccccc2OC)CC1	10%[9.22 µM]	x	x	1.3%	11%	44%	x
CCOc1ccsc1C(=O)OC	22%[9.22 µM]	x	x	0.0%	7%	-20%	x
O=C1CCCN1CCCN1C(=O)N[C@@H](Cc2ccccc2)C1=O	3%	0%	-7%	-0.7%	-3%	8%[46.1 µM]	-2%[38.3 µM]
COc1ccccc1N1CCN(C/C(C)=C/c2ccccc2)CC1	-10%	-8%	2%	-1.0%	-5%	-10%[46.1 µM]	35%[activator][38.3 µM]
COc1ccc(-c2nnn(CC(=O)NCc3cccs3)n2)cc1OC	-25%	-25%	12%	-1.9%	13%	-16%[46.1 µM]	-3%
CCC(NS(=O)(=O)c1ccc(OC)cc1)C(=O)O (stereo not drawn)	0%	-3%	-3%	1.8%	25%	14%[46.1 µM]	0%
C/C(=N\N)c1c(-c2ccccc2)c2cc(Br)ccc2[nH]c1=O	-20%[9.22 µM]	-3%[46 µM]	-3%	0.1%	-3%	15%	6%
CCOC(=O)CN(C(=O)CNC(=O)c1ccco1)C(C(=O)NC1CCCC1)c1ccccc1OCC (stereo not drawn)	1%	0%	-5%	-0.5%	4%	-5%[46.1 µM]	-6%[38.3 µM]
CC[n+]1c(C)sc2c3ccsc3ccc21	-18%	-25%[46 µM]	-1%	-0.4%	11%	4%	14%
O=C(c1ccc2c(c1)OCO2)N(CC1CCCO1)C1(C(=O)NC2CCCC2)CCCCC1 (stereo not drawn)	-4%	1%	-2%	0.0%	12%	-15%[46.1 µM]	23%
Cc1cc(Nc2ccc(Cl)cc2)nc(N)n1	-9%	7%	-3%	-1.1%	-1%	-1%[46.1 µM]	3%[38.3 µM]

Assay outcomes (PubChem)
